# Bioassay records deposited in PubChem by National Center for Advancing Translational Sciences (NCATS).
# HCV inhibitor: HCV inhibition; actives 3.4% (n = 340,000); AID 651820; Huh7.5.1 HCVcc-Cre infection, luciferase reporter, 44 h; Potency, µM (titrated, usually from 41.8 µM), without a hit: at the highest dose activity change, negative = inhibition, hits mostly inhibitors; further: potency means the concentration at half of the fitted maximal effect
#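 Luciferase read-out (15 sec integration) after a 15 min room-temperature substrate step quantifies HCVcc-Cre infection. Cells, 1,000 per well, had compound added 4 h post-plating, then virus at ~0.5 moi, and were cultured 44 h.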
# TbPYK inhibitor: T. brucei pyruvate kinase inhibition | AID 624173 | TbPYK enzyme, Kinase-Glo Plus ATP luminescence, 45 min | actives 0.12% (n = 410,000) | Potency, µM (highest dose often 76.8 µM), for inactives: at the highest dose activity, negative = inhibition, usual class: inhibitors; further: potency means the concentration at half of the fitted maximal effect; nearly all actives have a fitted effect of over 50% in size
#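 Readout: single end-point luminescence (Kinase-Glo Plus, 10 min). Reaction conditions were TbPYK/substrate plus 130 uM ADP, 45 min at RT, pH 7.2 TEA buffer. No-enzyme wells served as controls, and data were normalized before concentration-response fitting.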
# AMA1 RON2 block: AMA1-RON2 (P. falciparum) interaction inhibition. AlphaScreen AMA1-biotinylated RON2 peptide binding. Potency, µM (top dose mostly 58.2 µM), for the others: at the top dose activity change, negative = inhibition, hits mostly inhibitors. actives 0.2% (n = 360,000);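 further: potency means the concentration at half of the fitted maximal effect; 0% = vehicle wells and -100% = peptide control; nearly all actives have a fitted effect of over 45% in size; some results filed as inactive show a strong effect at the top dose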
#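 AMA1 (3D7) with his tag at 25 nM final met compounds first, then biotinylated RON2 peptide at 25 nM; detection used donor plus acceptor beads, 10 µg/mL apiece, read by AlphaScreen after 30 min at room temperature.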
# AmpC inh detg: blocks E. coli AmpC beta-lactamase in detergent assay | actives 0.041% (n = 370,000) | Potency, µM (top dose mostly 114 µM), for inactives: at the highest dose activity change, negative = inhibition, usual class: inhibitors | AmpC hydrolysis of nitrocefin, absorbance 480 nm, 0.01% Triton | P00811;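 further: potency means the concentration at half of the fitted maximal effect; 0% = no-compound wells and -100% = no-enzyme wells; nearly all actives have a fitted effect of over 25% in size; some results filed as inactive show a strong effect at the top dose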
# Target sequence (P00811 whole entry, looked up): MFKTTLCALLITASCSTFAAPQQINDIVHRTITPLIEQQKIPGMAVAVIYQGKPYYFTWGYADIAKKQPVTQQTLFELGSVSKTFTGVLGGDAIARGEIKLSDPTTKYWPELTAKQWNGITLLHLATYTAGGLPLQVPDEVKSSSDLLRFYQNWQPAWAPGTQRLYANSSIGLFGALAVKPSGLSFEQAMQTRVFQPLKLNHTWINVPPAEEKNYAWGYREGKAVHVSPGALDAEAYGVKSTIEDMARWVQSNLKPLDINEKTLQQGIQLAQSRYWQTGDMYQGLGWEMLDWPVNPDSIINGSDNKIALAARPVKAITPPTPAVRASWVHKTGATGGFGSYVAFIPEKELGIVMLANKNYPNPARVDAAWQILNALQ
#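 AmpC (5.3 nM in the dispensed reagent) in 20 mM phosphate pH 7.0 with 0.01% (detergent screen) or 0.0001% Triton X-100 was preincubated with compounds for 15 min at room temperature. Nitrocefin was then added from an 800 uM solution, and hydrolysis was followed at 480 nm.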
# LmPK inhibitor: LmPK (Leishmania mexicana) enzyme inhibition. actives 0.37% (n = 290,000). Potency, µM (top dose mostly 57.5 µM), inactives show top-dose activity change, negative = inhibition, usual class: inhibitors. Q27686. AID 1721. purified LmPK, Kinase-Glo ATP luminescence, 1 h; further: potency means the concentration at half of the fitted maximal effect
# Target sequence (Q27686 whole entry, looked up): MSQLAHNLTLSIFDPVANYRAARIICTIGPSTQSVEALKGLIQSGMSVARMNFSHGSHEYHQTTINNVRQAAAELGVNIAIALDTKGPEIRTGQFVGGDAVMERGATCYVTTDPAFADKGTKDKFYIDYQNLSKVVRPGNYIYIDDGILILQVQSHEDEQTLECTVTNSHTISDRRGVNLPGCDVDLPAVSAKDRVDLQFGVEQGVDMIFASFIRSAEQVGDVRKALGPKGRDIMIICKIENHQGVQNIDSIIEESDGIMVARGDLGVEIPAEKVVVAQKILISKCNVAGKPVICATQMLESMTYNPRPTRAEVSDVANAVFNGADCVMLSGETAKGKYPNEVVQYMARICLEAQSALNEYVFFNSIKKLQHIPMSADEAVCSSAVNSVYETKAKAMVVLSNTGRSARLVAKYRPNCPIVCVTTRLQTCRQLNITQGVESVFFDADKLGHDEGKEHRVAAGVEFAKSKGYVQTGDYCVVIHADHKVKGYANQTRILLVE
#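 Pyruvate kinase activity monitored as ATP production (luciferase luminescence). Conditions: 0.1 nM enzyme, 0.5 mM PEP, 0.1 mM ADP, 1 h, RT; normalized against uninhibited and no-enzyme wells.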
# AmpC inh no detg: inhibitors of E. coli AmpC beta-lactamase without detergent; Potency, µM (doses to about 57.1 µM), for the others: at the top dose activity change, negative = inhibition, most hits filed as inhibitors; P00811; AID 485341; AmpC nitrocefin hydrolysis, absorbance 480 nm, 0.0001% Triton; actives 0.52% (n = 330,000);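 further: potency means the concentration at half of the fitted maximal effect; plate controls were no compound for no effect and no enzyme for full effect; nearly all actives have a fitted effect of over 20% in size; some results filed as inactive show a strong effect at the top dose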
#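 AmpC (5.3 nM in the dispensed reagent) in 20 mM phosphate pH 7.0 with 0.01% (detergent screen) or 0.0001% Triton X-100 was preincubated with compounds for 15 min at room temperature. Nitrocefin was then added from an 800 uM solution, and hydrolysis was followed at 480 nm.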
# HCMV inh: inhibitors of human cytomegalovirus; actives 4.5% (n = 410,000); activity change, negative = inhibition, % at 57.5 µM; HFF cells, HCMV-luciferase reporter, 72 h; hits give low values; AID 1259415; in the data active means activity change below about -60%; inconclusive means no clear call, values can overlap the other calls; inactive means above about -39%
#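 Cell-based, HFFs, 1000 cells/well, 16 h 37C; cpds in DMSO + HCMV-luc, MOI 1 PFU/cell; 72 h 37C; OneGlo luminescence after 5 min RT; norm. to buffer vs Salinomycin 10uM.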
# * = called active by the depositor; ? = inconclusive; . = no result given; & = joins results of further samples; [ ] = remark or other dose. Unless noted, the call rests on the fitted dose curve; in most records, active means well fitted curve in the direction sought with a large enough effect; inconclusive means small, poorly fitted or top-dose-only effect, or another doubt; inactive means no such curve, though single readings can be large; an effect the other way counts as inactive or inconclusive. Unless noted, on the % scale 0 is the no-effect control and ±100 the full control effect.
SMILES,HCV inhibitor,TbPYK inhibitor,AMA1 RON2 block,AmpC inh detg,LmPK inhibitor,AmpC inh no detg,HCMV inh
COC(=O)C1=C(N)OC2=C(C(=O)CC(C)(C)C2)C1c1cccs1 (stereo unspecified),7.9%,0.7%,-1.7%,-11.8%,9.7%,-7.2%,-3.1
CCN(C(=O)COC(=O)c1ccc(C=O)cc1)c1c(N)n(Cc2ccccc2)c(=O)[nH]c1=O,1.6%,-3.4%,-8.2%,3.7%,.,8.7%,-9.3
CC(C)(C)c1ccccc1NC(=O)c1ccc(-n2cncn2)c([N+](=O)[O-])c1,4.3%[8.37 µM],-9.7%,21.5%,?,.,?,-19.5
CC(C)N(C(=S)NCc1ccccc1)C(C)C,-29.3%,-3.4%,-1.0%,0.7%,0.2%,29.0%,?
NC1=CC(=O)C(=O)c2cccnc21,.,-2.8%,-11.6%,.,.,.,-78.2*
O=C1/C(=C/c2cccc(Br)c2)SC(=S)N1CCC(=O)N(CCO)c1ccccc1,-16.8%,-2.4%,-19.5%,-7.5%,1.5%,56.0%,-103.8*
O=C(CNc1cccc(S(=O)(=O)N2CCCC2)c1)Nc1cccc(Br)c1,?,-1.6%,-6.1%,-17.9%,.,-36.1%,-29.4
Cc1cc(-c2nnc(SCC(=O)Nc3ccccc3)n2C)no1,4.2%,-24.5%,-2.8%,4.7%,0.3%,-16.3%,24.5
O=C(Nc1ccc(Cl)cc1)Nc1ccc(N2CCCC2)c(S(=O)(=O)Nc2ccccc2Cl)c1,5.62µM*,5.2%,-12.5%,2.3%,-0.2%,-45.5%,-99.4*
COc1cccc2sc3cc(C#CC4(O)CCCCC4)ccc3c(=O)c12,?,3.3%,45.4%[activator],.,.,182.8%[activator],60.8
COc1ccc(N2CCN(C(=O)c3ccc(S(=O)(=O)N4CCCC4)cc3)CC2)cc1,-6.5%,0.8%,6.0%,1.6%,-4.3%,8.7%,-16.4
COc1cc(O)cc2cc3c(c(O)c12)C(=O)CC(C)(O)O3 (stereo unspecified),?,-15.1%,?,6.4%,-4.0%,-41.7%,?
Cc1ccsc1C(C(=O)NC(C)(C)C)N(Cc1ccco1)C(=O)c1csnn1 (stereo unspecified),50.0%[activator],-2.4%,-1.5%,-9.9%,6.5%,10.5%,-3.0
CC(C)Cc1nc(SCC(=O)Nc2nnc(CC(C)C)s2)n[nH]1,12.7%,-13.2%,2.5%,6.0%,-3.8%,-13.5%,-31.7
Cc1ccc(N2CC(O)=C(c3ccccc3)C2=N)cc1,9.0%,5.8%,16.7%,-1.1%,5.3%,-20.5%[11.4 µM],42.4
O=C(Cc1ccc(Cl)cc1)SCc1ccccc1,6.1%,-0.7%,138.2%[activator],1.2%,.,-15.6%,15.0
Cc1nnc(SCC(=O)Nn2cnnc2)s1,20.5%,3.2%,0.1%,-12.7%,-0.7%,-9.7%,15.0
Nc1ccc(C(=O)c2cccs2)cn1,3.6%,1.6%,15.5%,5.1%,-0.9%,-10.7%,98.8
O=C(Nc1ccc(-c2cn3ccsc3n2)cc1)C1CC1,-20.8%,-4.8%,0.0%,?,-25.8%,-15.3%,47.2
CS(=O)(=O)N(CC(=O)N1CCOCC1)c1ccccc1Br,16.8%,5.6%,3.3%,-8.3%,0.1%,-23.5%,-17.1
COc1ccc(Nc2nc3ccc(Cl)cc3nc2-n2nc(C)cc2C)cc1,.,-1.9%,.,-3.8%,.,.,20.2
Cc1cc(=O)[nH]c2ccccc12,2.0%,-1.7%,5.1%,-5.9%,-2.5%,-17.8%,-11.0
NC(=O)C1CCN(C(=O)c2ccccc2SCC(=O)NCC2CCCCC2)CC1,.,2.9%,52.9%[activator],-1.7%,-1.6%,19.3%,21.4
Cc1cc(OCC(=O)Nc2cnn(CCCC(=O)O)c2)ccc1Cl,6.9%,?,1.9%,2.3%&0.6%,-1.0%,2.3%,-23.4&5.4
NC(=O)c1cccc(CS(=O)(=O)c2ccc(Cl)cc2)c1,10.7%,-7.9%,-5.2%,-4.5%,1.6%,-11.6%,-9.2
CCOc1c(Cl)cc(CNCc2ccncc2)cc1OC,-27.2%,5.0%,-2.7%,?,0.2%,0.4%,-18.0
O=[N+]([O-])c1ccccc1/C=N/n1c(C2CCCCC2)n[nH]c1=S,1.1%,?,21.4%,-7.2%,-19.1%,-27.4%,5.5
Cc1ccc(C(=O)Nc2nc(-c3nnn(-c4cccc(Cl)c4C)c3C)ns2)cc1C,.,-1.9%,.,2.9%,.,.,-29.2
CNC(=O)C1(C)CCN1C(=O)c1ccccc1CCc1ccccc1 (stereo unspecified),.,-1.8%,-14.9%,.,.,.,-6.3
CC(=O)N(c1ccccc1)C(C(=O)c1ccccc1)c1ccccc1 (stereo unspecified),-28.7%,-0.3%,7.6%,.,.,.,-6.0
Cc1ccc2cc(C)c3nnc(SCC(=O)Nc4nc5c(s4)CCCC5)n3c2c1C,-7.3%,-9.4%,-13.3%,-2.8%,-3.0%,186.2%[activator],26.7
O=C(O)CCCCCNC(=O)OCC1c2ccccc2-c2ccccc21,?,0.7%,-2.5%,3.6%,0.1%,-19.1%,8.4
N#CC(C#N)=C(N)/C(C#N)=C/c1cc(O)c(O)c(O)c1,-1.2%,?,-0.2%,-11.0%,.,-16.0%,65.6
OC(CNC1CCCCCCC1)c1ccccc1 (stereo unspecified),.,.,.,2.8%,-1.7%,-18.7%,.
COc1cc(/C=N\NC(=O)CC#N)ccc1OC/C=C/c1ccccc1,?,1.0%,68.6%[activator],-2.4%,3.5%,-53.3%,-2.8
O=c1c2cnn(-c3ccccc3)c2ncn1Cc1cccnc1,-5.2%,-3.2%,11.1%,?,5.1%,-1.8%,4.8
Cc1cccc(Cc2c(C)nc3c(C(=O)N4CCN(Cc5ccc6c(c5)OCO6)CC4)cnn3c2C)c1,?,1.8%,-16.1%,3.0%,-0.6%,192.2%[activator],?
CC(=O)N1CCN(S(=O)(=O)c2cccc(C(=O)Nc3ccccc3N3CCCCC3)c2)CC1,?,5.5%,-21.2%,-11.8%,.,115.9%[activator],-33.8
CC1Cc2ccccc2N1C(=O)NC1CC(=O)N(c2ccc3c(c2)OCCO3)C1 (stereo unspecified),-5.2%,-6.7%,-2.9%,-4.9%,10.0%[11.5 µM],16.0%,-19.2
COc1ccccc1NC(=O)C1=C(C)Nc2nc(SCc3ccc(Cl)cc3)nn2C1c1ccccc1Cl (stereo unspecified),.,2.1%,.,17.8%,.,.,-2.5

# Exported bar-delimited: entries from further up.
Compound | HCV inhibitor | TbPYK inhibitor | AMA1 RON2 block | AmpC inh detg | LmPK inhibitor | AmpC inh no detg | HCMV inh
Cc1cc(OCC(=O)Nc2cnn(CCCC(=O)O)c2)ccc1Cl | 6.9% | ? | 1.9% | 2.3%&0.6% | -1.0% | 2.3% | -23.4&5.4
NC(=O)c1cccc(CS(=O)(=O)c2ccc(Cl)cc2)c1 | 10.7% | -7.9% | -5.2% | -4.5% | 1.6% | -11.6% | -9.2
CCOc1c(Cl)cc(CNCc2ccncc2)cc1OC | -27.2% | 5.0% | -2.7% | ? | 0.2% | 0.4% | -18.0
O=[N+]([O-])c1ccccc1/C=N/n1c(C2CCCCC2)n[nH]c1=S | 1.1% | ? | 21.4% | -7.2% | -19.1% | -27.4% | 5.5

# The list continues.
SMILES,HCV inhibitor,TbPYK inhibitor,AMA1 RON2 block,AmpC inh detg,LmPK inhibitor,AmpC inh no detg,HCMV inh
CCC(C)NCCOCCOc1cc(C)c(Cl)c(C)c1 (stereo unspecified),?,-11.2%,-14.7%,2.7%,-0.1%,38.0%,-34.7
CCc1ccccc1Nc1nn2c(=O)c3ccc(C(=O)NCc4cccs4)cc3nc2s1,.,-0.6%,.,-4.3%,.,-28.9%,?
Clc1ccccc1/C=N/N1CCN(Cc2ccccc2)CC1,6.5%,5.3%,-22.5%,?,5.2%,-11.6%,5.2
O=C(CSC1=NS(=O)(=O)c2cc(F)ccc2N1)NCc1ccccc1,5.9%,-5.9%,-1.5%,0.0%,.,-1.4%,-9.3
Cc1ccc(C(=O)N/N=C\C2CC=CCC2)cc1[N+](=O)[O-] (stereo unspecified),23.0%,5.4%,47.4%[activator],2.2%,0.7%,-34.4%,-1.4
Cc1ccc(CN2CCC(CNc3ncnc4onc(-c5ccc(F)cc5)c34)CC2)cc1,.,4.8%,.,11.1%,.,.,-25.3
COCC(=O)N(CCc1ccccc1)Cc1cc2cc(C)ccc2nc1Cl,-4.8%,-5.3%,-0.8%,?,26.0%,90.9%[activator],-13.7
CCCCCCc1c(C)c2c(cc(C)c3c(C)c(C)oc32)oc1=O,.,2.3%,.,-0.7%,.,.,1.7
CCOC(=O)c1cncc(O)c1,14.9%,9.4%,1.0%,-0.4%,-1.9%,-4.6%,0.0
C=CCNC(=O)c1onc(CSc2ccc(Cl)cc2)c1C(=O)NCC=C,-25.9%,-1.6%,23.4%,0.6%,1.1%,-8.6%,32.0
Cn1c(=O)c2c(ncn2CC(=O)Nc2nc(-c3ccc(F)c(F)c3)cs2)n(C)c1=O,?,0.3%,4.5%,1.9%,2.8%,-9.7%,-26.5
COc1cc(OC)cc(-c2c(-c3ccc(F)cc3)c3cc(-c4ccc(OC)nc4)ccc3n2C)c1,-22.8%,0.0%,0.3%,.,.,-29.4%,2.1
O=C(NNS(=O)(=O)c1ccccc1)c1cnn(-c2ccccc2)c1-n1cccc1,-0.3%,2.1%,5.4%,-11.7%,5.9%,-26.5%,24.9
Cn1c(SCC(=O)N2CCCCCC2)nc2c([nH]c3ccccc32)c1=O,-10.9%,-0.6%,-4.1%,0.8%,3.0%,-10.6%,37.4

# Not a retest: entries from further up.
SMILES,HCV inhibitor,TbPYK inhibitor,AMA1 RON2 block,AmpC inh detg,LmPK inhibitor,AmpC inh no detg,HCMV inh
CCC(C)NCCOCCOc1cc(C)c(Cl)c(C)c1 (stereo unspecified),?,-11.2%,-14.7%,2.7%,-0.1%,38.0%,-34.7
CCc1ccccc1Nc1nn2c(=O)c3ccc(C(=O)NCc4cccs4)cc3nc2s1,.,-0.6%,.,-4.3%,.,-28.9%,?
Clc1ccccc1/C=N/N1CCN(Cc2ccccc2)CC1,6.5%,5.3%,-22.5%,?,5.2%,-11.6%,5.2
